Assay outcomes: PubChem BioAssay, National Center for Advancing Translational Sciences (NCATS)
DRD3 agonist: agonists of human D3 dopamine receptor. max activation, %. D3R DiscoveRx beta-arrestin cells, luminescence, 90 min. P35462. AID 652048. actives 0.58% (n = 410,000); in the data active means max activation above about 30%; further: 0% is about no effect; mostly tested at two doses, the higher about 12 µM
Target sequence (P35462 whole entry, looked up): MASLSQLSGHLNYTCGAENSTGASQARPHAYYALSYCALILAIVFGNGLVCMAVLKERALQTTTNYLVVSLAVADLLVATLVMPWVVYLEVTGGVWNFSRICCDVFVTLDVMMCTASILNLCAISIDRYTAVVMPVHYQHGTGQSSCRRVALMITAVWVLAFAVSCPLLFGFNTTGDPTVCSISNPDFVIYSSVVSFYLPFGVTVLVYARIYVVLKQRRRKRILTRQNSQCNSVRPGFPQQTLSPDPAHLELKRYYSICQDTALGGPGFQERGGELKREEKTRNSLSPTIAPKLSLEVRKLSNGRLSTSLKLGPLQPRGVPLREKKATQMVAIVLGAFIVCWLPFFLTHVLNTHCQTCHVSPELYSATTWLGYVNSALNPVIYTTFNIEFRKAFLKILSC
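Cells at 1500/well, incubated overnight, then treated with pinned compounds (dopamine as control) for 90 min at 37 degrees C. DiscoveRx reagent added for 30 - 60 minutes at room temperature; luminescence read.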
HT1080-NT tox: kills 2HG-producing HT-1080-NT fibrosarcoma cells. HT-1080-NT fibrosarcoma viability, CellTiter-Glo ATP luminescence, 48 h. Potency, µM (doses to about 46.1 µM), for the others: top-dose activity, negative = less viability, hits mostly cytotoxic. actives 1.6% (n = 360,000);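 further: NT is the 2HG producing partner of a matched IDH1 knockdown line; potency means the concentration at half of the fitted maximal effect; 0% = DMSO-treated cells and -100% = media-only wells without cells; nearly all actives have a fitted effect of over 55% in size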
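Toxicity toward the 2HG-producing NT line was scored as %Activity, normalised to DMSO and no-cell wells, from CellTiter-Glo luminescence after 48 hours' treatment.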
IL1B secr inh: inhibitors of inflammasome signaling (IL-1 beta secretion). activity change, % at 57.5 µM. AID 743279. actives 4.7% (n = 360,000). THP-1 LPS/ATP IL-1B secretion, AlphaLISA, 16 h; hits give low values; in the data active means activity change below about -50%; inconclusive means mostly about -30% to -49%; further: on the % scale 0 is the no-effect control and ±100 the full control effect
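THP-1 cells pretreated 1 hr with compounds (up to 57.5 uM final), then stimulated with LPS (250 ng/mL final) plus ATP (1.25 mM final); secreted IL-1B measured by AlphaLISA after 16 hr, decreased signal indicating inhibition.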
SW480 rereplic: induces DNA re-replication in SW480 colon adenocarcinoma cells; SW480 DNA re-replication, Hoechst DNA content imaging, 48 h; Potency, µM (doses to about 46.1 µM), for the others: at the top dose re-replication activation, actives largely listed as activators; actives 1.8% (n = 340,000); further: potency means the concentration at half of the fitted maximal effect; % of control where 0% means no effect; nearly all actives have a fitted effect of over 55% in size
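Image-based DNA-content assay: after two days of treatment, nuclei were labelled with the DNA dye Hoechst and imaged, and hits were compounds raising the count of nuclei showing high fluorescence intensity.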
HT1080 IDH1KD tx: kills HT-1080 cells with IDH1 knockdown. Potency, µM (doses to about 46.1 µM), for inactives: at the top dose activity, negative = toxicity, actives largely listed as cytotoxic. HT-1080 IDH1 knockdown viability, ATP luminescence, 48 h. actives 2% (n = 360,000);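 further: potency means the concentration at half of the fitted maximal effect; 0% = DMSO wells and -100% = cell-free medium wells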
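IDH1KD HT-1080 cells, 750/well, RPMI + 5% FBS; compound pinned after 2 h settling; 48 h, 37 °C; CellTiter-Glo luminescence; % activity normalised to DMSO and no-cell wells; curves fitted, classed by r2 and efficacy.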
KB-3-1 cytotox: kills parental KB-3-1 adenocarcinoma cells; KB-3-1 viability, CellTiter-Glo ATP luminescence, 72 h; Potency, µM (series often up to 46.1 µM), for the others: top-dose activity change, negative = cytotoxic, actives largely listed as cytotoxic; actives 1.4% (n = 400,000); AID 1347075; further: potency means the concentration at half of the fitted maximal effect; on the % scale 0 is the no-effect control and ±100 the full control effect; nearly all actives have a fitted effect of over 60% in size
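Cytotoxicity measured as CellTiter-Glo luminescence after 72 h at 37 C. Compound titrations were pinned onto drug-naive KB-3-1 parental adenocarcinoma cells grown in DMEM with 10% FBS, and normalized data fitted to concentration-response curves.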
MCF10A rereplic: induces DNA re-replication in MCF 10a normal breast cells; MCF 10A DNA re-replication, Hoechst nuclear intensity, 48 h; Potency, µM (series often up to 46.1 µM), for inactives: at the highest dose activity, positive = re-replication, actives largely listed as activators; actives 2.9% (n = 350,000); further: potency means the concentration at half of the fitted maximal effect; % of control where 0% means no effect; nearly all actives have a fitted effect of over 50% in size
KB-V1 MDR tox: kills drug-selected multidrug resistant KB-V1 cells; Potency, µM (top dose mostly 46.1 µM), without a hit: at the highest dose activity change, negative = cytotoxicity, most hits filed as cytotoxic; KB-V1 MDR cells viability, CellTiter-Glo, 72 h; AID 1347076; actives 3.4% (n = 400,000); further: potency means the concentration at half of the fitted maximal effect; on the % scale 0 is the no-effect control and ±100 the full control effect; nearly all actives have a fitted effect of over 60% in size
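In this primary screen, KB-V1 cells overexpressing P-gp are incubated with library compounds (lowest to highest concentration) for 72 h at 37 degrees C before a luminescent ATP viability read.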
HEK293 tox: cytotoxic in the GLP-1 receptor inverse agonist counter-screen | HEK293 cAMP-luciferase reporter cells, luminescence, 24 h | AID 624418 | actives 0.13% (n = 410,000) | Potency, µM (top dose mostly 38.3 µM), for the others: top-dose activity change, negative = inhibition, actives largely listed as inhibitors;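 further: loss of luciferase light is scored as toxicity; potency means the concentration at half of the fitted maximal effect; on the % scale 0 is the no-effect control and ±100 the full control effect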
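A 23 nL compound transfer followed 12 hours of cell culture at 37 deg C; exposure then lasted 24 hr. Luciferase assay detection reagent was dispensed and plates read for luminescence after a 12 min room-temperature wait.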
Active calls of the source: *; ? = inconclusive; nt = not tested or not shown; & = joins results of further samples; [ ] = another dose, or the depositor's remark. Unless noted, the call rests on the fitted dose curve; in most records, active means well fitted curve in the direction sought with a large enough effect; inconclusive means small, poorly fitted or top-dose-only effect, or another doubt; inactive means no such curve, though single readings can be large; an effect the other way counts as inactive or inconclusive.

Under each structure – DRD3 agonist	HT1080-NT tox	IL1B secr inh	SW480 rereplic	HT1080 IDH1KD tx	KB-3-1 cytotox	MCF10A rereplic	KB-V1 MDR tox	HEK293 tox
- Cc1cc(NC(=O)c2ccccc2)ncc1NC(=O)c1ccco1
 : -0.8	?	-27.5	3.9%	?	?	-2.6%	?	-6.3%
- Cc1snc(SCC(=O)c2ccc(Cl)cc2)c1C#N
 : 9.1	-0.7%	-3.3	10.5%	6.3%	-0.6%	24.3%	20.6µM*	-0.5%
- O=C(CSC1=NS(=O)(=O)c2cc(F)ccc2N1)NCCc1ccccc1
 : -4.9	-8.4%	9.4	-5.7%	-0.3%	-0.9%	0.5%	1.4%	17.0%
- CSc1cccc(Nc2nc3c(S(=O)(=O)c4ccccc4)nnn3c3ccc(Cl)cc23)c1
 : 2.9	nt	nt	nt	nt	3.9%	nt	7.2%	29.7%
- O=C(c1ccccc1)c1c[nH]cc1-c1ccccc1
 : 4.4	3.7%	1.0	-5.6%	-15.0%	-1.3%	3.7%	-11.9%	-2.6%
- Clc1ccc(CO/N=C/c2c(-c3ccccc3)nc3n2CCS3)c(Cl)c1
 : 2.8	-4.5%	0.0	4.9%	-18.3%	-4.4%	?	14.6µM*	5.6%
- CC1CC1C(=O)OCC(=O)Nc1ccc(Cl)cn1 (configuration not stated)
 : -0.2	2.5%	22.6	14.5%	-0.2%	5.8%	-3.8%	0.0%	-2.8%
- COc1cc(-c2cc(C(=O)Nc3ccc(C)c(S(=O)(=O)N4CCOCC4)c3)c3ccccc3n2)cc(OC)c1OC
 : 33.4*	-18.2%	-4.0	-2.8%	-10.4%	-2.4%	-9.7%	-6.3%	31.1%[activator]
- O=C(Cn1cnnn1)Nc1cccc([N+](=O)[O-])c1
 : -7.1	12.1%	-0.5	0.0%	13.6%	-0.5%	-0.8%	-7.4%	-1.5%[7.66 µM]
- Cc1ccc(S(=O)(=O)N2CCC(=O)N2)cc1
 : 0.6	-0.6%	0.0	-13.9%	-4.4%	16.7%	8.7%	11.4%	6.7%
- CCN1CCN(C(=O)c2cnn3c(C(F)F)cc(-c4ccc(C)cc4)nc23)CC1
 : 4.1	5.5%	?	0.2%	-0.9%	0.2%	5.7%	-9.7%	5.9%
- Clc1nc2sccn2c1/C=N/n1cnc2ccccc21
 : 16.1	6.3%	-6.3	1.4%	-1.5%	3.0%	-7.0%	3.1%	-8.6%
- CN(C(=O)CC(=O)Nc1ccc(Cl)c(Cl)c1)c1ccccc1
 : -7.3	-1.0%	-12.1	-21.8%	3.8%	-3.2%	-40.2%[inhibitor]	-6.9%	-4.6%
- Cc1cccc(N2CCN(C(=O)c3ccc4c(c3)c(C)c(C)n4C)CC2C)c1 (configuration not stated)
 : 7.6&5.3	-26.3%	-22.5	164.0%	?	-15.2%&0.7%	?	-2.5%&-6.1%	-26.6%&4.3%
- Cc1ccccc1OCC(=O)NCCN1CCCC1
 : -7.2	-1.6%	-9.2	-2.1%[9.22 µM]	0.4%	-3.3%	1.2%	0.3%	-2.0%

Part of the list above, tab-delimited:
Compound	DRD3 agonist	HT1080-NT tox	IL1B secr inh	SW480 rereplic	HT1080 IDH1KD tx	KB-3-1 cytotox	MCF10A rereplic	KB-V1 MDR tox	HEK293 tox
O=C(Cn1cnnn1)Nc1cccc([N+](=O)[O-])c1	-7.1	12.1%	-0.5	0.0%	13.6%	-0.5%	-0.8%	-7.4%	-1.5%[7.66 µM]
Cc1ccc(S(=O)(=O)N2CCC(=O)N2)cc1	0.6	-0.6%	0.0	-13.9%	-4.4%	16.7%	8.7%	11.4%	6.7%
CCN1CCN(C(=O)c2cnn3c(C(F)F)cc(-c4ccc(C)cc4)nc23)CC1	4.1	5.5%	?	0.2%	-0.9%	0.2%	5.7%	-9.7%	5.9%
Clc1nc2sccn2c1/C=N/n1cnc2ccccc21	16.1	6.3%	-6.3	1.4%	-1.5%	3.0%	-7.0%	3.1%	-8.6%
CN(C(=O)CC(=O)Nc1ccc(Cl)c(Cl)c1)c1ccccc1	-7.3	-1.0%	-12.1	-21.8%	3.8%	-3.2%	-40.2%[inhibitor]	-6.9%	-4.6%

(continued)
Under each structure – DRD3 agonist	HT1080-NT tox	IL1B secr inh	SW480 rereplic	HT1080 IDH1KD tx	KB-3-1 cytotox	MCF10A rereplic	KB-V1 MDR tox	HEK293 tox
- COC(=O)c1c(NC(=O)CSc2nc3ccccc3c(=O)n2Cc2ccco2)sc(C)c1C
 : 7.1	10.1%	18.7	-4.4%	3.7%	-1.5%	-1.3%	-10.0%	6.2%
- O=S1(=O)N=C(N/N=C/c2cccs2)c2ccccc21
 : 1.9	-27.5%	-99.3*	1.8%	?	27.1%	-11.2%	1.6%	?
- COc1cccc(C(=O)N2CCN(C(=O)COc3ccc4ccccc4c3)CC2)c1
 : 1.1	-1.3%	-4.0	-2.8%	-4.7%	-0.1%	13.2%	?	3.4%
- O=C1CC(c2ccccc2)CC(O)=C1C=Nc1ccccc1O (configuration not stated)
 : -1.8	-1.2%	12.3	12.0%	-1.7%	6.7%	8.1%	?	-2.1%
- O=C1NC(=O)C(=Cc2ccccc2)N1
 : 3.2	6.9%	-1.1	-11.4%	6.4%	?	-25.0%	0.0%	-0.3%
- Cc1cc2nc(-c3ccc(SCC(=O)Nc4ccc(S(=O)(=O)NC5CC5)cc4)nc3)[nH]c2cc1C
 : -3.9	-2.1%	40.6	?	-14.5%	-20.0%	20.6µM*	5.9%	?
- CC1CN(C(=O)COc2ncnc3ccccc23)CC(C)O1 (configuration not stated)
 : 2.3	3.5%	39.4	-0.4%	-22.2%	10.5%	5.1%	9.3%	12.4%
- COc1ccc(NC(=O)CC2C(=O)NC3CCCCC3N2C(=O)c2ccc(F)cc2)cc1 (configuration not stated)
 : 4.0	-3.2%	-11.3	1.3%	4.6%	10.1%	5.4%	2.3%	4.3%
- CNC(=O)CSc1nc2ccccc2c(=O)n1C1CCCCC1
 : 2.7	-1.8%	0.9	-3.1%	1.7%	0.0%	7.3%	?	-2.7%
- Cn1c(C(=O)NCc2cccs2)cc2oc3ccccc3c21
 : 8.6	-27.5%	?	23.5%	?	-15.4%	?	-18.2%	22.6%
- O=S(=O)(c1ccc(F)cc1)c1nc(-c2ccccc2)oc1N1CCOCC1
 : 1.4	-7.9%	0.0	-3.3%	-13.0%	0.0%	-2.1%	?	-2.0%
- COc1cc(C(=S)NCc2ccccc2)cc(Br)c1O
 : -1.3	-15.2%	3.2	2.0%	-24.6%	0.2%	0.2%	19.5%	7.3%[7.66 µM]
- Cc1ccccc1-c1csc(C(O)c2cccnc2)n1 (configuration not stated)
 : -5.1	1.7%	19.6	nt	2.1%	1.4%	nt	-19.2%	3.1%
- CCOc1ccccc1NC(=O)c1cc(C(=O)Nc2ccccc2OCC)cc(N2C(=O)CCC2=O)c1
 : -3.3	-0.8%	15.4	4.7%	-1.3%	1.3%	?	-3.8%	-3.5%
- CC(=O)Nc1nc2cc3c(cc2s1)OCCO3
 : -8.8	2.1%	?	2.0%	-2.1%	?	-2.4%	4.3%	0.3%
- Cc1ccc(C(=O)NCc2ccco2)cc1S(=O)(=O)Nc1cccc(C)c1C
 : -7.0	?	?	13.6%	?	-0.1%	-20.3%	-10.0%	-3.6%
- CC1(C)CC2CC(C)(CN2C(=O)C23CCC(C)(C(=O)C2)C3(C)C)C1 (configuration not stated)
 : -1.6	9.2%	5.9	0.1%	10.3%	1.1%	3.6%	-4.0%	-17.5%
- CN1CCN(c2ccc(S(=O)(=O)N3CCCCC3)cc2N)CC1
 : -9.1	1.2%	10.2	1.9%	-0.7%	-1.4%	9.5%	1.7%	-4.9%
- O=C(COC(=O)c1cccnc1Cl)Nc1nc(-c2ccccc2)cs1
 : 4.7	14.3%	-22.4	25.8%	11.5%	0.8%	-53.1%[inhibitor]	-11.9%	-6.6%
- COC(=O)c1ccc(CN=C(NS(=O)(=O)c2ccccc2)c2ccccc2)cc1
 : 1.6	-1.8%	-17.0	2.1%	-1.0%	4.9%	-0.4%	-17.5%	1.0%
- COc1ccc(NC(=O)CN(C)C(=O)C(Sc2ccccc2)c2ccccc2)cc1 (configuration not stated)
 : 0.7	-0.6%	6.1	-9.0%	-8.4%	-3.9%	22.9%	17.6%	-15.7%
- O=C(Cc1ccccc1)Nc1ccc(NC(=O)c2ccco2)cc1
 : -13.0	-3.9%	?	-9.2%	-19.2%	-4.9%	-14.5%	?	7.0%
- COc1ccccc1NS(=O)(=O)c1cc(NC(=O)c2cc(=O)[nH]c3ccccc23)ccc1N1CCOCC1
 : -2.6	-15.2%	-25.1	-33.4%	-30.0%	-6.1%	9.6%	4.8%	-16.8%
- COc1ccccc1/C=N/NC(=O)c1csc(C)c1C
 : -4.1	16.6%	-4.9	-7.4%	21.4%	10.6%	0.5%	?	5.1%
- O=C(c1[nH]c(C(F)(F)F)nc1-c1ccccc1)N1CCN(C(=O)C2CCCO2)CC1 (configuration not stated)
 : 10.7	19.9%	0.0	nt	28.6%	0.0%	nt	14.4%	-17.2%
- Cn1c(=O)c2[nH]c(SCCN3CCOCC3)nc2n(C)c1=S
 : -10.7	-2.0%	19.5	-0.4%	-0.2%	7.5%	3.3%	11.3%	12.4%
- Cc1cc(NC(=O)CCN2CCC(C)CC2)ccc1Br
 : -3.9	-26.2%	-14.8	2.3%	-23.9%	-5.1%	0.8%	-18.2%	18.6%
- Cn1c(CNC(=O)c2ccco2)nnc1SCC(=O)c1ccc(F)cc1
 : -10.7	-0.2%	110.2	-5.2%	7.3%	13.8%	2.0%	17.1%	0.0%
- CCOc1ccc(NC(=O)C2CCC(CNS(=O)(=O)c3ccc4c(c3)CCCC(=O)N4)CC2)cc1 (configuration not stated)
 : 1.6	nt	nt	nt	nt	3.3%	nt	?	1.9%
